MsrA inhibitor: bovine MsrA enzyme inhibitors, primary screen, biochemical, absorbance, HTS. Methionine sulfoxide reductase A (Bos taurus). purified bovine MsrA, absorbance read-out. inhibition, % at 15.5 µM. 360,000 compounds, 0.75% hits. AID 651718, 2012; in the data active = inhibition above about 4.5%;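 note: 0% = vehicle wells with enzyme and 100% = reference inhibitor wells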
bovine MsrA act: bovine MsrA enzyme activators, primary screen, biochemical, absorbance, HTS; Methionine sulfoxide reductase A (Bos taurus); purified bovine MsrA, absorbance read-out; activation, % at 10.6 µM; 360,000 compounds, 0.3% hits; AID 602163, 2012; in the data active = activation above about 7.5%;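 note: 0% = vehicle and 100% = reference activator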
eLon inh: inhibitors of E. coli Lon protease, primary screen, biochemical, fluorescence polarization; P0A9M0; AID 602123, 2011; 360,000 compounds, 0.42% hits; purified E. coli Lon protease; inhibition, % at 7.94 µM; in the data active = inhibition above about 13%, passing the limit was not always enough;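 note: 0% = enzyme with probe and DMSO and 100% = no enzyme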
MLLE-PAM2 inh: inhibitors of PABP1 MLLE–PAM2 peptide binding, primary screen, biochemical, fluorescence polarization, FITC-PAM2, GST-MLLE; Polyadenylate-binding protein 1 (Homo sapiens), P11940; inhibition, % at 20 µM; 360,000 compounds, 0.36% hits; AID 588489, 2011; in the data active = inhibition above about 35%, passing the limit was not always enough;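 note: plate controls were DMSO wells with GST-MLLE for no effect and wells lacking GST-MLLE protein for full effect; some results filed as inactive read as strong as hits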
FAS-TE inh: FAS thioesterase domain inhibitors, primary screen, biochemical, fluorescence intensity, uHTS. Fatty acid synthase (Homo sapiens), P49327. recombinant FAS-TE, OMFH fluorogenic substrate, fluorescence endpoint. inhibition, % at 15 µM. 360,000 compounds, 0.67% hits. AID 602261, 2012;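 active = compounds whose normalised, plate-corrected inhibition of enzyme fluorescence in the single-dose primary screen is 50% or more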;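 note: 0% = DMSO with enzyme and 100% = substrate without enzyme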
Tb MetRS inh: T. brucei MetRS inhibitors, primary screen, biochemical, luminescence | methionyl-tRNA synthetase (Trypanosoma brucei brucei) | purified T. brucei MetRS, ATP depletion, Kinase-Glo luminescence | inhibition, % at 11.9 µM | 360,000 compounds, 0.4% hits | AID 624268, 2012;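 active = inhibition above a per-plate cutoff of the control wells' mean inhibition plus 3 SD, cut at about 5.5% in these data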;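 note: 0% = DMSO wells median and 100% = median of wells with control inhibitor compound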
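Assay system: T. brucei methionyl-tRNA synthetase, purified | Medium: HEPES buffer with MgCl2, KCl, DTT, spermine, BSA, pyrophosphatase | Compound: 11.9 µM single point | Incubation: 15 min enzyme-compound preincubation, 2 h reaction, 10 min detection, 25 °C | Measured by: Kinase-Glo luciferase luminescence reporting remaining unconsumed ATP | Measure: % inhibition normalized to control-well medians | Replication: Singlicate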
Rin1 Abl inh: inhibitors of Rin1-Abl protein binding, primary screen, biochemical, TR-FRET; Tyrosine-protein kinase ABL1 (Homo sapiens) + Ras and Rab interactor 1 (Homo sapiens), …; inhibition, % at 7.35 µM; 360,000 compounds, 0.4% hits; AID 588664, 2011; in the data active = inhibition above about 5%, passing the limit was not always enough
CSN deneddyl inh: inhibitors of CSN-mediated cullin deneddylation, primary screen, biochemical, fluorescence polarization, uHTS; COP9 signalosome complex subunit 5 (Homo sapiens), Q92905; Purified CSN, SCF-Nedd8-OG deneddylation; inhibition, % at 12.5 µM; 360,000 compounds, 0.38% hits; AID 651999, 2013;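 active = pattern-corrected inhibition above about 35%, with an unprinted fluorescence ratio check between 0.5 and 1.5, limit read from the data, passing the limit was not always enough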;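 note: 0% = enzyme with substrate and 100% = substrate without enzyme; some results filed as inactive read as strong as hits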
Target sequence (Q92905 whole entry, looked up, one chain of several): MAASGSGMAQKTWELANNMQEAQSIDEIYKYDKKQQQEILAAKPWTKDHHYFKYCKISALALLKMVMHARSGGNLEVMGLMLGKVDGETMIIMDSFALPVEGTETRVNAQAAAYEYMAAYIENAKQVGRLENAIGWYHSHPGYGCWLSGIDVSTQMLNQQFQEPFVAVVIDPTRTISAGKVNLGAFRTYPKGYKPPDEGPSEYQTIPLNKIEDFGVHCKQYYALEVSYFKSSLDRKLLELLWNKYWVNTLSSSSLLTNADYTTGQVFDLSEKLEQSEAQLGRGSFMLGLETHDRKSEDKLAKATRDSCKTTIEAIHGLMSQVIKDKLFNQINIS
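Schedule: reaction 90 min, room temperature / Assay system: HEK293T-derived human Csn5 enzyme / Input: Csn5 at 0.24 nM final / Measure: inhibition of Csn5 cleavage, % / Control set: substrate-only high control, full reaction low control / Technique: fluorescence polarization of the substrate / Buffer or medium: Tris/NaCl/DTT buffer, pH 7.5 / Reagent: SCFSkp2-Nedd8OG substrate at 10 nM final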
Neddyl block: inhibitors of cullin neddylation, primary screen, biochemical, TR-FRET, uHTS, NAE and Ubc12. NEDD8-conjugating enzyme Ubc12 (Homo sapiens) + NEDD8-activating enzyme E1 regulatory …. calls only at 25 µM. 360,000 compounds, 0.58% hits; in the data active = inhibition above about 36%
The depositor's hits bear a star; i = inactive; nt = no result given; & = joins results of further samples.

cpd	molecule	MsrA inhibitor	bovine MsrA act	eLon inh	MLLE-PAM2 inh	FAS-TE inh	Tb MetRS inh	Rin1 Abl inh	CSN deneddyl inh	Neddyl block
1	Cc1nc(/N=C(\N)NC(=O)c2ccccc2)nc2ccccc12	nt	-1.9	1.2	-4.5	1.7	-0.5	-1.1	0.0	i
2	CCC(=O)N1CC23C=CC(CC2CC12CCCCC2)O3 (stereo not drawn)	0.9	-8.9	3.6	7.8	-4.9	-0.3	3.0	-6.7	i
3	Cn1ccc(C(=O)OCC(=O)Nc2ccccc2)n1	-2.1	-2.2	-1.1	-8.3	-3.8	-0.3	1.1	2.9	i
4	Cc1ccccc1C1=N/C(=C/c2cccnc2)C(=O)O1	0.6	-0.3	7.1	-11.2	5.3	-0.4	-0.5	5.8	i
5	Cc1cccc2cc(CN(Cc3cccs3)Cc3nnnn3Cc3ccccc3)c(=O)[nH]c12	0.3	-2.7	2.3	-9.0	26.4	0.0	3.0	3.0	i
6	CCn1c(=O)c(C(=O)NNS(=O)(=O)c2ccc(Cl)cc2)c(O)c2ccccc21	-0.8	-4.6	-3.2	-20.1	17.3	0.1	3.9	-0.9	i
7	Cc1ccc(Nc2ncnc3c2oc2ccccc23)cc1	0.3	-3.3	13.0	-3.0	3.8	-0.4	-1.6	-0.4	nt
8	Cc1ccccc1NC(=O)C1CCC(=O)N1 (stereo not drawn)	0.4	-2.4	-7.4	5.0	-7.8	-0.6	2.1	-0.5	i
9	COCCCNS(=O)(=O)c1cc2c3c(c1)C(C)C(=O)N3CCC2 (stereo not drawn)	-1.0	-0.9	0.4	3.4	-8.5	0.1	1.0	-0.8	i
10	COc1ccc(Cc2nc(-c3ccc(NC(=O)c4cccnc4)cc3)no2)cc1	-0.3	-2.0	-1.9	3.4	-4.3	-1.2	-1.4	-0.2	i
11	O=C(COC(=O)c1ccc(S(=O)(=O)C(F)F)cc1)Nc1ccccc1C(=O)NC1CC1	-0.5	-1.7	-2.2	-6.4	-1.0	0.0	1.2	1.3	i
12	OC(c1nnc(-c2ccccc2)o1)c1cccs1 (stereo not drawn)	-0.8	-0.5	0.3	-4.4	-0.1	2.3	4.5	-3.9	i
13	COc1ccc(Cl)cc1NC(=O)CN(C)CC(=O)Nc1cc(OC)c(OC)c(OC)c1	1.0	-2.5	3.8	23.4	-4.3	-0.7	1.5	7.1	i
14	CC(=O)N1CCN(c2nc(-c3cccs3)nc3ccccc23)CC1	2.4	-9.6	4.0	-2.7	-0.4	-0.7	-7.8	-1.9	i
15	CC(=O)/C(=N\Nc1ccccc1Cl)Sc1nnc(-c2ccccc2)n1-c1ccccc1	-0.5	-4.3	-17.6	-46.5	11.6	-0.3	-2.1	7.9	i
16	CC(c1nnc(SCC(=O)N2CCc3ccccc32)n1-c1ccc(Cl)cc1)N(C)C (stereo not drawn)	-0.1	4.3	-0.3	-3.3	-5.5	-0.2	3.7	-5.8	i
17	Cc1nn(CC(=O)N/N=C/c2cccs2)c(C)c1[N+](=O)[O-]	0.1	-1.2	-3.4	2.1	0.0	0.4	-1.1	-4.6	i
18	CCC(C(=O)Nc1ccccc1F)n1nc(C)c2c(C)n(-c3ccccc3)nc2c1=O (stereo not drawn)	0.3	-2.7	-9.1	-7.0	2.7	-0.1	2.0	-0.8	i
19	CCN(Cc1ccccc1)C(=O)COc1ccccc1	0.5	-2.4	2.5	-9.7	-4.3	-0.9	1.0	-2.5	i
20	COc1ccc(NC(=O)COC(=O)CCSc2ccccc2)cc1	0.7	-7.2	-13.2	16.3	-4.5	-0.1	1.3	-2.4	i
21	O=C(C[n+]1cc(-c2ccc(Cl)cc2)n2c1CCC2)Nc1nc(-c2ccc(F)cc2)cs1	0.8	-1.8	9.0	13.1	-5.7	-0.1	0.1	4.1	i
22	COc1cc(C)ccc1OCC(=O)NC1CCCCCC1	-0.3	-0.8	-0.8	1.2	-3.5	0.4	-0.4	-1.1	i
23	O=c1[nH]c2ccccc2c2ccc(Cl)cc12	3.0	-4.0	0.7	-7.1	2.2	-0.3	-0.4	3.6	i
24	Cc1nnc2n1N=CC=C(C(C)(C)C)S2	-0.7	-2.9	1.3	-9.4	-4.7	-0.5	1.7	5.6	i
25	CCCCCCSc1ccc(-c2nc3ccc(C)cn3c2NCc2ccccc2)cc1OC	-0.8	-8.8&-4.8	-0.9&-0.7	-16.4	23.1&33.5	0.0&-0.1	-0.3	9.4&2.0	nt
26	Cc1cc(C)c(CSc2ncnc3nc[nH]c23)c(C)c1	-0.7	-1.1	5.7	-79.2	-3.3	0.5	-3.5	-0.9	i

Part of the list above in order of SMILES length, falling:
cpd	molecule	MsrA inhibitor	bovine MsrA act	eLon inh	MLLE-PAM2 inh	FAS-TE inh	Tb MetRS inh	Rin1 Abl inh	CSN deneddyl inh	Neddyl block
21	O=C(C[n+]1cc(-c2ccc(Cl)cc2)n2c1CCC2)Nc1nc(-c2ccc(F)cc2)cs1	0.8	-1.8	9.0	13.1	-5.7	-0.1	0.1	4.1	i
6	CCn1c(=O)c(C(=O)NNS(=O)(=O)c2ccc(Cl)cc2)c(O)c2ccccc21	-0.8	-4.6	-3.2	-20.1	17.3	0.1	3.9	-0.9	i
13	COc1ccc(Cl)cc1NC(=O)CN(C)CC(=O)Nc1cc(OC)c(OC)c(OC)c1	1.0	-2.5	3.8	23.4	-4.3	-0.7	1.5	7.1	i
10	COc1ccc(Cc2nc(-c3ccc(NC(=O)c4cccnc4)cc3)no2)cc1	-0.3	-2.0	-1.9	3.4	-4.3	-1.2	-1.4	-0.2	i
25	CCCCCCSc1ccc(-c2nc3ccc(C)cn3c2NCc2ccccc2)cc1OC	-0.8	-8.8&-4.8	-0.9&-0.7	-16.4	23.1&33.5	0.0&-0.1	-0.3	9.4&2.0	nt
1	Cc1nc(/N=C(\N)NC(=O)c2ccccc2)nc2ccccc12	nt	-1.9	1.2	-4.5	1.7	-0.5	-1.1	0.0	i
26	Cc1cc(C)c(CSc2ncnc3nc[nH]c23)c(C)c1	-0.7	-1.1	5.7	-79.2	-3.3	0.5	-3.5	-0.9	i
2	CCC(=O)N1CC23C=CC(CC2CC12CCCCC2)O3 (stereo not drawn)	0.9	-8.9	3.6	7.8	-4.9	-0.3	3.0	-6.7	i
3	Cn1ccc(C(=O)OCC(=O)Nc2ccccc2)n1	-2.1	-2.2	-1.1	-8.3	-3.8	-0.3	1.1	2.9	i
22	COc1cc(C)ccc1OCC(=O)NC1CCCCCC1	-0.3	-0.8	-0.8	1.2	-3.5	0.4	-0.4	-1.1	i
23	O=c1[nH]c2ccccc2c2ccc(Cl)cc12	3.0	-4.0	0.7	-7.1	2.2	-0.3	-0.4	3.6	i

Source: PubChem BioAssay
